USP1-UAF1 inh – USP1/UAF1 (human) deubiquitinase inhibition; recombinant USP1/UAF1, Ub-Rhodamine cleavage fluorescence; O94782; AID 743255; hit rate 0.23% among 390,000; Potency, µM (doses to about 57.1 µM), for inactives: at the highest dose activity change, negative = inhibition, hits mostly inhibitors; further: potency means the concentration at half of the fitted maximal effect; on the % scale 0 is the no-effect control and ±100 the full control effect; nearly all actives have a fitted effect of over 60% in size; inactives centre near -12
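Step one: compound is pinned into 1nM USP1/UAF1 in HEPES pH 7.8 buffer with TCEP. Step two: 15 min room-temperature incubation. Step three: Ub-Rho (150nM final) starts cleavage, tracked by fluorescence over six one-minute reads.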
D2 antagonist – antagonists of human D2 dopamine receptor; hit rate 2% among 340,000; AID 485344; HEK293 TREx D2 cells, calcium flux, dopamine EC80; inhibition, % at 10 µM; P14416; in the data active means inhibition above about 30%; further: 0% is about no effect
Target sequence (P14416 whole entry, looked up): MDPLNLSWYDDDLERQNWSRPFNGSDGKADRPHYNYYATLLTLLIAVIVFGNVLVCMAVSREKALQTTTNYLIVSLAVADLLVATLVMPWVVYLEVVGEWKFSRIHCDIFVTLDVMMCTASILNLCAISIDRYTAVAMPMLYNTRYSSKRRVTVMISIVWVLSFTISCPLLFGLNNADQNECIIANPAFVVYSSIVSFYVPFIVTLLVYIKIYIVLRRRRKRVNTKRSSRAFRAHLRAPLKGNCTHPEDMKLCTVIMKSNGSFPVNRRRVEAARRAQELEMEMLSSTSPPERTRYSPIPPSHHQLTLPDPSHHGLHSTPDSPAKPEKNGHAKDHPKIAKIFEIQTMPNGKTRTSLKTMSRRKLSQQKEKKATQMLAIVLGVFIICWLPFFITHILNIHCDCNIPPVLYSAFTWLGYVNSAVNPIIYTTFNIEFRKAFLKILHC
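Read-out: kinetic calcium fluorescence (1 cycle/s) in inducible HEK293 T-REx D2 cells after an EC80 dopamine addition that followed 180 s compound preincubation. Loss of the dopamine response indicates antagonism.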
mIDH1 inhibitor – human IDH1 R132H inhibition; IDH1-R132H enzyme, NADPH consumption, diaphorase/resazurin fluorescence; hit rate 0.093% among 390,000; AID 602179; O75874; Potency, µM (series often up to 76.6 µM), inactives show top-dose activity change, negative = inhibition, usual class: inhibitors; further: potency means the concentration at half of the fitted maximal effect; on the % scale 0 is the no-effect control and ±100 the full control effect; nearly all actives have a fitted effect of over 65% in size
Target sequence (O75874 whole entry R132H, stated change not applied): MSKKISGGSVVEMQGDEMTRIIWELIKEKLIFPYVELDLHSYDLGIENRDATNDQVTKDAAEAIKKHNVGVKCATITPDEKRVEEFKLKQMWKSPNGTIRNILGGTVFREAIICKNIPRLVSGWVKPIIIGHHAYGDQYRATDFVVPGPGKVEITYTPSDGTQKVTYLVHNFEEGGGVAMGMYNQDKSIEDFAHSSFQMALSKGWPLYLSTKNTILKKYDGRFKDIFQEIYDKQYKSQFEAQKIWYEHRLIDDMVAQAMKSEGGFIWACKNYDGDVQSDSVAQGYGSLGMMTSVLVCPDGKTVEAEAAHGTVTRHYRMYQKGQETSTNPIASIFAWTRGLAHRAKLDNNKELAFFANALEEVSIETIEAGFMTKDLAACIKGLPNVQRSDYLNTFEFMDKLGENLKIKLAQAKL
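IDH1-R132H (0.5 ug/mL) preincubated 30 min with compound, then NADPH (0.016 mM) and alpha-KG (2 mM) added; 80 min at RT, pH 7.5. Remaining NADPH coupled via diaphorase/resazurin to fluorescence (540/590 nm); concentration-response curves normalized to no-enzyme control.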
Pin1 inhibitor – blocks the human prolyl isomerase Pin1. Q13526. Pin1 FP peptide displacement, HiFluor488, 10 min. Potency, µM (doses to about 115 µM), without a hit: top-dose activity, negative = inhibition, hits mostly inhibitors. hit rate 0.009% among 390,000. AID 504891; active means well fitted inhibition curve with a large enough effect in the polarisation, with a control signal flat, not every such curve was filed as active; inconclusive means small, poorly fitted or top-dose-only effect, or effect the other way, or a change in a side signal; inactive means no such curve, though single readings can be large or run the other way; the % refers to the polarisation; further: potency means the concentration at half of the fitted maximal effect; on the % scale 0 is the no-effect control and ±100 the full control effect
Target sequence (Q13526 whole entry, looked up): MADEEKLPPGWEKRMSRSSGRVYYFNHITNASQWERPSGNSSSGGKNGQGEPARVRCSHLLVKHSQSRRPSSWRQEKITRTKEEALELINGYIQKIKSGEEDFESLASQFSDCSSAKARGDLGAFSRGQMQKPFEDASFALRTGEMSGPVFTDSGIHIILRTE
TrxR1 substrate – rat thioredoxin reductase 1 substrate activity. O89049. Potency, µM (top dose mostly 114 µM), inactives show at the highest dose activity change, negative = substrate turnover. AID 588456. hit rate 0.01% among 390,000. purified TrxR1 substrate turnover, NADPH consumption readout; further: potency means the concentration at half of the fitted maximal effect; on the % scale 0 is the no-effect control and ±100 the full control effect; nearly all actives have a fitted effect of over 50% in size
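Rat TrxR1, dispensed at 90 nM, was prereduced with 400 uM NADPH (final) for 5 min at ~22 deg C, then incubated with compound 15 min before 400 uM selenite. A first-read NADPH fluorescence drop versus no-compound background flagged substrates.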
rTrxR1 inhibitor – inhibitors of rat thioredoxin reductase 1; hit rate 1% among 390,000; Potency, µM (series often up to 114 µM), for inactives: at the top dose activity change, negative = inhibition, most hits filed as inhibitors; recombinant rTrxR1, NADPH fluorescence consumption, selenite substrate; further: potency means the concentration at half of the fitted maximal effect; on the % scale 0 is the no-effect control and ±100 the full control effect; nearly all actives have a fitted effect of over 65% in size
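Rat TrxR1 (90 nM in the dispensed reagent) was pre-reduced with 400 uM NADPH for 5 min at room temperature, then incubated with compound for 15 min. After 400 uM selenite was added, NADPH fluorescence (Ex 340/Em 450 nm) was followed for 8 min.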
TRHR PAM – allosterically enhances the human TRH receptor | AID 493056 | enhancement, % at 2 µM | hit rate 0.66% among 360,000 | TRHR cells, fluo-8 calcium fluorescence, EC20 TRH enhancement | P34981; in the data active means enhancement above about 30%; further: 0% is about no effect
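Enhancer read-out: after compound pinning and an initial kinetic agonist-mode read, an EC20 of TRH (10 nM final) was injected and fluo-8 calcium signal (Ex 480/Em 530) followed at 1 s/cycle for 100 cycles in TRHR-expressing cells.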
D2 agonist – agonists of human D2 dopamine receptor | HEK293 T-REx D2 cells, calcium flux agonist mode | activation, % at 2 µM | P14416 | hit rate 0.53% among 340,000;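 active means activation over 3 SD above normal in the single-dose calcium agonist read, cut at about 30% in these data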; further: 0% is about no effect
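Calcium-flux readout, 1 cycle/sec over 180 s following compound pin transfer, in inducible HEK293 Trex D2 cells (force-coupled); dopamine controls included. Positive calcium responses during this window marked compounds as potential agonists.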
TRHR agonist – agonists of human TRH receptor | TRHR cells, calcium flux fluo-8, FDSS agonist mode | P34981 | activation, % at 2 µM | hit rate 0.18% among 360,000 | AID 493084; in the data active means activation above about 30%; further: 0% is about no effect
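Steps: seed TRHR cells overnight; add fluo-8 no-wash Ca dye, RT 30 min–1.5 h; record 10 s baseline; pin-transfer compounds; monitor fluorescence 1 cycle/s for the agonist window. Calcium increases flag candidate agonists.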
* marks the source's active call; other numbers are inactive results; ? = inconclusive; . = not tested or not shown; [ ] = dose if it differs, or a comment. Unless noted, the call rests on the fitted dose curve; in most records, active means well fitted inhibition curve with a large enough effect; inconclusive means small, poorly fitted or top-dose-only effect; inactive means no such curve, though single readings can be large or run the other way. An excerpt (hit frequency here may not be typical).

No.	Structure	USP1-UAF1 inh	D2 antagonist	mIDH1 inhibitor	Pin1 inhibitor	TrxR1 substrate	rTrxR1 inhibitor	TRHR PAM	D2 agonist	TRHR agonist
1	C[C@@H]1C[C@@H]2O[C@H]2/C=C\C=C\C(=O)Cc2c(Cl)c(O)cc(O)c2C(=O)O1	-20%	-10	-2%	-2%	12%[57.1 µM]	13µM*	0	-0.2	0.2
2	CCC/C(=N\O)c1c[nH]c2ccccc12	1%	14	2%	0%	8%[57.1 µM]	-2%	0	0.6	-0.1
3	O=C(CN1C(=O)CN=C(c2ccccc2)c2ccccc21)Nc1cccc(C(F)(F)F)c1	-14%	.	-26%	12%	-13%	-16%	0	0.9	0.9
4	COc1ccc(Cl)cc1NC1=NCC(C)S1 (stereo not given)	2%	-34	11%	-1%	-9%	0%	6	0.5	0.6
5	O=c1[nH]c(=O)n(C2CCCCC2)c(O)c1/C=N/N1CCCCC1c1cccnc1 (stereo not given)	-14%	14	-7%	0%	-2%	1%	1	-0.5	0.1
6	CC(=O)Cc1c[nH]c2ccccc12	.	-2	.	.	6%	5%	1	1.7	0.5
7	CN1CC(C(=O)c2ccccc2)C(c2ccccc2)C1 (stereo not given)	-14%	35*	5%	-5%	-2%[57.1 µM]	-29%[57.1 µM]	-21	1.5	2.0
8	CCc1nnc(NS(=O)(=O)c2ccc(N=Cc3c(O)n(-c4ccccc4)c(=O)[nH]c3=O)cc2)s1	-25%	-11	-13%	29%	-7%[57.1 µM]	-16%[57.1 µM]	0	2.4	-0.8
9	Cc1cc(O)c2c(c1)C(=O)C13C(=C2O)C(=O)[C@H]2[C@@H](O)[C@@H]1[C@H]1[C@H](O)[C@@H]3C(=O)C3=C(O)c4c(O)cc(C)cc4C(=O)C312 (stereo not given in full)	-25%	-12	-2%	16%	-31%	?	2	-0.8	0.5
10	CNC(=O)Oc1ccc(N(C)C)cc1C(C)C	4%	3	4%	1%	2%[57.1 µM]	11%[2.29 µM]	-11	-2.3	1.4
11	CC(C)OP(=O)(OC(C)C)C(O)c1ccc(Br)cc1 (stereo not given)	-2%	0	3%	5%	-12%	-16%	3	-0.6	-0.4
12	O=C(O)c1cccc2c1NC(C(=O)O)C1CC(Sc3ccccc3[N+](=O)[O-])C(Cl)C21 (stereo not given)	?	3	-11%	.	-5%	?	2	-0.3	0.0
13	CCc1ccc(NC2=NCCCS2)cc1	-7%	2	7%	-4%	3%	18%	11	-0.5	-0.6
14	CC(C)OC(=O)C1C2c3ccccc3C(c3ccccc32)C1C(=O)O (stereo not given)	-12%	-9	-1%	-11%	-2%[57.1 µM]	1%[57.1 µM]	13	0.1	0.2
15	CCCCCSc1cc(OC)c(CCN(C)C)cc1OC	1%	-26	7%	2%	5%[57.1 µM]	13%	18	0.7	-0.2
16	COc1ccc(OCC(=O)N2CCCC(N3CCN(c4ccccc4C)CC3)C2)cc1 (stereo not given)	-6%	9	-2%	-10%	2%	2%	5	-0.2	-1.2
17	CCCCN1C(=O)NC(=O)C2(Cc3ccccc3N3CCOCC32)C1=O (stereo not given)	-9%	-8	7%	-2%	-5%[57.1 µM]	8%[57.1 µM]	18	-0.2	-1.0
18	CN1C(=O)C(Cc2cccc3ccccc23)C(=O)N(C)C1=O	?	-8	-7%	-12%	8%	?	0	-0.2	1.0
19	O=c1[nH]c2ccccc2c(=O)n1-c1ccc(Cl)c(Cl)c1	-8%	.	-9%	2%	2%	11%	1	-0.1	-0.6
20	Nc1ncnc2c1ccn2[C@@H]1O[C@H](CO)[C@@H](O)[C@H]1O	-30%	.	-2%	0%	1%	9%	.	.	.
21	O=S(=O)(c1ccc(F)cc1)N1CCCCC1c1cccnc1 (stereo not given)	-1%	-10	1%	1%	0%	3%	7	-2.2	0.5
22	c1ccc(CNC2=NCCS2)cc1	-4%	-2	-2%	-1%	13%[57.1 µM]	27%[57.1 µM]	4	1.6	0.1
23	CC(=O)O[C@@]12CO[C@@H]1C[C@H](OC1OCC(O)C(O)C1O)[C@@]1(C)C(=O)[C@H](O)C3=C(C)[C@@H](OC(=O)[C@H](O)[C@@H](NC(=O)c4ccccc4)c4ccccc4)C[C@@](O)([C@@H](OC(=O)c4ccccc4)C12)C3(C)C (stereo not given in full)	-25%	38*	-2%	?	1%	10%	4	-0.1	0.7
24	Cc1ccc(-n2c(/C=C/c3cccc(C(F)(F)F)c3)nc3ccccc3c2=O)cc1	-2%	.	-23%	4%	5%[57.1 µM]	9%[57.1 µM]	-6	0.4	0.0
25	N#Cc1c(/N=C/C2C(=O)NC(=S)NC2=O)sc2c1CCCC2	-16%	-5	9%	?	-5%	22µM*	-4	26	0.1
26	OCC[N+]12CCC(CC1)C(C(O)(c1ccccc1)c1ccccc1)C2 (stereo not given)	-12%	-1	14%	-4%	0%[57.1 µM]	2%[57.1 µM]	7	-0.1	0.5
27	O/N=C1\CCC2CN(C3CCCCC3)CC2C1 (stereo not given)	-4%	.	0%	-1%	-4%	-12%	1	.	0.8
28	CCCCc1nc2ccccc2c(=O)n1-c1cccc(OC)c1	?	.	0%	3%	-3%	-2%	4	-2.5	-0.7
29	O=c1[nH]c(=O)n(-c2ccccc2)c(O)c1/C=C/C=Nc1ccccc1	?	.	2%	?	-13%	?	3	.	15
30	CCn1c(=O)cc(OCC(=O)N2CCN(Cc3ccc4c(c3)OCO4)CC2)c2ccccc21	-14%	.	-2%	-1%	-4%	-3%	.	.	.
31	C[N+]1(C)CCC(OC(=O)C(c2ccccc2)c2ccccc2)CC1	-11%	.	7%	1%	6%[57.1 µM]	22%[57.1 µM]	.	.	.
32	COc1ccc2c(CCN)c[nH]c2c1	-12%	8	2%	6%	11%	16%	-1	1.0	0.5
33	O=c1[nH]c(=S)n(-c2ccccc2F)c(O)c1C=Nc1ccc(N2CCOCC2)cc1	25µM*	1	0%	?	-1%[57.1 µM]	6%[57.1 µM]	-1	7.5	21
34	Cc1cc(/C=C2\C(=O)NC(=O)N(c3ccc(F)cc3)C2=O)c(C)n1-c1ccc(C(=O)O)cc1	-8%	23	5%	9%	5%[57.1 µM]	-5%[57.1 µM]	1	0.7	1.6
35	Cc1ccc(-n2c(O)c(/C=N/N3CCCCCC3)c(=O)[nH]c2=O)cc1C	-10%	-9	-2%	-6%	5%[57.1 µM]	14%[57.1 µM]	-2	0.8	0.7
36	CCOP(=O)(OCC)C(NC(=O)c1ccccc1C)C(Cl)(Cl)Cl (stereo not given)	-14%	0	5%	0%	-6%	-1%	3	-0.8	0.0
37	COC(=O)Cn1cc(C=C2C(=O)NC(=O)NC2=O)c2ccccc21	-20%	12	8%	-3%	-2%	?	-6	0.7	-0.3
38	O=C1NC(=O)C(Nc2ccc(Cl)c(Cl)c2)C(=O)N1	?	.	17%	-9%	2%[57.1 µM]	-5%[57.1 µM]	.	.	.
39	ClCCN(CCCl)c1ccc(C=NNc2ncccn2)cc1	?	.	0%	-5%	-12%	-22%	.	.	.
40	CN(C)C=C1C(=O)N(C2CCCCC2)C(=O)N(C2CCCCC2)C1=O	-15%	1	-3%	58%[activator]	8%[57.1 µM]	-59%	3	0.0	0.7
41	O=C(Nc1ccccc1)N1Cc2ccccc2-n2nncc2C1	-5%	.	2%[38.3 µM]	4%	-4%	11%	.	.	.
42	COc1ccc2c3c1O[C@H]1C(=O)CC[C@H]4[C@@H](C2)N(C)CC[C@]314	10%	.	-1%	-18%	3%	11%	.	.	.
43	O=C(Nc1ccccc1)c1cc([N+](=O)[O-])ccc1N1CCNCC1	-18%	5	5%	-3%	-6%	?	-3	2.0	2.0
44	COC(=O)C1=C(c2ccc(OC(F)(F)F)cc2)C[C@@H]2CC[C@H]1N2C(=O)N1CCCC1	1%	-11	8%	-9%	-3%	6%	-3	0.5	0.2
45	C[N+](C)(C)CC1CCCC(C[N+](C)(C)C)C1=O (stereo not given)	-7%	.	3%	-1%	-5%	?	.	.	.
46	COc1ccc(N2C(=O)/C(=C/c3cccs3)C(=O)NC2=S)cc1	-8%	2	15%	?	-2%[57.1 µM]	7.9µM*	5	0.6	0.2
47	O=c1[nH]c(=O)n(-c2cccc3ccccc23)c(O)c1/C=N/N1CCCCC1c1cccnc1 (stereo not given)	-8%	-3	1%	?	0%	10%	-5	0.0	0.6
48	Cc1ccc(NC(=O)N(Cc2ccc3c(c2)OCO3)C2CCN(Cc3ccccc3)CC2)cc1Cl	-4%	.	0%	11%	-1%	5%	-5	4.4	4.6
49	COC(=O)C1=C(c2ccccc2OCc2ccccc2)C[C@@H]2CC[C@H]1N2C(=O)NCCN1CCOCC1	-15%	8	-12%	-2%	-1%	5%	4	-0.9	-0.1
50	CCC(=NC1CC1)c1c(O)n(-c2ccc(OC)cc2)c(=O)[nH]c1=O	-14%	-28	-5%	-5%	-10%	-12%	0	-0.6	-0.6
51	O=C1NC(=O)C(=Cc2ccc(-c3ccc(S(=O)(=O)N4CCOCC4)cc3)o2)C(=O)N1	?	-6	?	1%	4%	?	4	0.2	0.2
52	COC(=O)C1=C(c2c(C)noc2C)C[C@@H]2CC[C@H]1N2C(=O)NCC1CC1	18%	0	11%	-5%	-6%	-3%[57.1 µM]	0	-0.1	0.2
53	NS(=O)(=O)c1ccc(NC(=O)Nc2ccccc2)cc1	?	-17	1%	10%	-7%[57.1 µM]	4%[57.1 µM]	-2	0.5	1.0
54	Cc1cc(OCC(=O)NCC(O)c2ccccc2)c2c3c(c(=O)oc2c1)CCCC3 (stereo not given)	-9%	.	4%	4%	42%[activator]	3%	-8	.	0.8
